Source: PubChem (NCI)
Growth percent in the NCI-60 one-dose screen (48 h, 10 µM unless noted): 100 = growth as untreated, 0 = no growth, -100 = all killed.
UO-31: UO-31 renal cancer; AID 1794768; hit rate 5.2% among 81,000
786-0: 786-0 renal cancer cells; hit rate 5.1% among 81,000; AID 1794775
RXF 393: RXF 393 renal cancer cells; hit rate 6.9% among 77,000; AID 1794773
PC-3: PC-3 prostate cancer cells. hit rate 3.9% among 80,000
ACHN: ACHN renal cancer | hit rate 4.9% among 81,000 | AID 1794771
TK-10: TK-10 renal cancer cells; hit rate 3.9% among 81,000; AID 1794769
SN12C: SN12C renal cancer cells | AID 1794767 | hit rate 3.8% among 81,000
CAKI-1: CAKI-1 renal cancer; hit rate 4.7% among 75,000; AID 1794772
A498: A498 renal cancer cells; hit rate 5.4% among 76,000
* marks the source's active call; other numbers are inactive results; · = no result given; & = joins results of further samples. The calls were made as follows: active = growth percent below 10; inactive = the rest. The list is partial, so the mix of outcomes need not match the whole.

cpd	Compound	UO-31	786-0	RXF 393	PC-3	ACHN
1	CC(C(O)c1ccc(Cl)cc1)N1CCCCC1 (stereo not given)	94	93	112	94	103
2	CC[C@](O)(C(=O)O)c1cc2n(c(=O)c1CO)Cc1cc3ccccc3nc1-2	-61*	-22*	9.9*	-8.1*	-57*
3	COc1ccc(-n2c(Sc3sc(N)nc3C)nc3ccc(Cl)cc3c2=O)cc1	65	96	87	85	103
4	S=C(S)N1CCCCC1	94	116	125	91	110
5	CCCCCN(CCCCC)CC(O)c1ccc(C)c(Cl)c1 (stereo not given)	88	98	·	92	93
6	N#CCCNc1ccccc1	94	120	106	97	101
7	CCC[C@H](O)[C@@H](OC)[C@H]1O[C@]1(C)[C@@H](O)C/C=C/[C@@H]1OC(=O)/C=C/C=C/[C@@H](OC)[C@H](O)/C=C/C(C)=C/C(C)CCC[C@@H](OC)[C@H](O)/C=C/C(C)=C/[C@@H](C)[C@H](O)[C@H]1OC (stereo not given in full)	81	94	101	81	101
8	C/C=N/Nc1ccc([N+](=O)[O-])cc1[N+](=O)[O-]	47	87	113	75	60
9	CCOC(=O)[C@@H](C)C[C@H](Cc1ccccc1)NC(=O)c1csc([C@@H](C[C@H](C(C)C)N(C)C(=O)[C@@H](NC(=O)[C@H]2CCCCN2C)C(C)(C)CC)OC(C)=O)n1	7.4*	1.5*	23	24	2.5*
10	C[C@]12COC(=O)C[C@@H]1CC[C@@H]1[C@@H]2CC[C@]2(C)[C@@H](O)CC[C@@H]12	87	113	106	108	115

cpd	TK-10	SN12C	CAKI-1	A498
1	101	·	96	100
2	6.7*	17	-29*	-77*
3	101	97	87	76
4	100	95	·	130
5	98	101	98	78
6	115	111	·	·
7	90	92	87	77
8	81	91	65	96
9	29	9.1*	20	·
10	94	109	99	81

Full records, quoted from the list. Screens in order: UO-31 | 786-0 | RXF 393 | PC-3 | ACHN | TK-10 | SN12C | CAKI-1 | A498
`CC(C(O)c1ccc(Cl)cc1)N1CCCCC1` (stereo not given) is listed with 94 | 93 | 112 | 94 | 103 | 101 | · | 96 | 100
`COc1ccc(-n2c(Sc3sc(N)nc3C)nc3ccc(Cl)cc3c2=O)cc1` is listed with 65 | 96 | 87 | 85 | 103 | 101 | 97 | 87 | 76
`S=C(S)N1CCCCC1` is listed with 94 | 116 | 125 | 91 | 110 | 100 | 95 | · | 130
`C/C=N/Nc1ccc([N+](=O)[O-])cc1[N+](=O)[O-]` is listed with 47 | 87 | 113 | 75 | 60 | 81 | 91 | 65 | 96
`CCCCCN(CCCCC)CC(O)c1ccc(C)c(Cl)c1` (stereo not given) is listed with 88 | 98 | · | 92 | 93 | 98 | 101 | 98 | 78

Other results follow.
cpd	Compound	UO-31	786-0	RXF 393	PC-3	ACHN
11	Oc1ccc2c3c1O[C@H]1c4[nH]c5ccccc5c4C[C@@]4(O)C(C2)N(CC2CC2)CC[C@]314	70	95	·	88	90
12	CNC(Cc1ccccc1)c1ccc(C)cc1 (stereo not given)	94	84	97	89	106
13	CC1=C(C)CC2(C(=O)NC(=S)NC2=O)C(C)C1 (stereo not given)	84	102	107	96	107
14	Nc1ccc(CCc2ccc(Cl)cc2S(=O)(=O)F)c(Cl)c1	66	84	96	102	96
15	C[C@]12CC[C@H](O)C[C@@H]1CC[C@@H]1[C@@H]2CC[C@]2(C)OC(=O)CC[C@@H]12	83	89	117	92	107
16	C=CCCC1(CC)C(=O)NC(=O)NC1=O	94	101	102	103	107
17	CN(C)CCCNC(=O)/C(C#N)=C/c1ccc(N(CCCl)CCCl)cc1	79	101	106	79	93
18	CCCCCCOc1ccc(C(=O)Oc2ccc(CSP(=O)(OCC3OC(n4cnc5c(N)ncnc54)CC3O)OC3C(CO)OC(n4ccc(=O)[nH]c4=O)C3OC)cc2)cc1 (stereo not given)	86	81	127	72	·
19	COC(=O)CC(c1ccccc1)N1CC1 (stereo not given)	102	110	117	99	107
20	O=CN1N=C(c2ccc3c(c2)OCO3)CC1c1sc(N(CCCl)CCCl)nc1Cl (stereo not given)	75	88	109	88	93

cpd	TK-10	SN12C	CAKI-1	A498
11	95	103	92	100
12	·	97	99	66
13	88	101	95	70
14	100	106	88	107
15	97	97	93	109
16	114	102	97	97
17	101	85	87	73
18	97	100	·	122
19	109	106	100	·
20	95	95	82	98

(cont.)
cpd	Compound	UO-31	786-0	RXF 393	PC-3	ACHN
21	O=C(O)C(Br)C1CCCCC1 (stereo not given)	91	98	107	95	107
22	COc1ccc(CC(C)NC(C)C)cc1OC (stereo not given)	94	101	125	95	111
23	O=C1C=CC(=O)O1	82&103	100&106	119&104	100&102	102&108
24	O=c1[nH]c(N2CC3CC(C2)c2cccc(=O)n2C3)nc2sc(-c3ccccc3)cc12 (stereo not given)	80	103	106	94	106
25	O=[N+]([O-])c1ccc(Br)c([N+](=O)[O-])c1	-18*	108	102	92	53
26	N#Cc1nc(-c2ccc(Cl)cc2)oc1N1CCC(S(=O)(=O)F)CC1	68	67	87	84	76
27	C[C@H](O)CCC(=O)c1ccoc1	99	106	99	96	114
28	COc1cc2c(cc1OC)C(c1cccc(Cl)c1)=NN=C(C)C2	·	96	94	99	95
29	COc1ccc(/C=C/C(=O)c2nc3ccccc3n2Cc2ccc(F)cc2)cc1	74	69	52	64	67
30	CCOC(=O)c1ccccc1N	101	99	119	93	102

cpd	TK-10	SN12C	CAKI-1	A498
21	104	91	93	98
22	88	101	·	102
23	99&143	97&107	100&105	95&108
24	111	96	91	129
25	102	90	-93*	98
26	132	99	79	102
27	103	97	101	103
28	92	88	88	83
29	87	82	62	130
30	94	98	62	126

Continuation:
cpd	Compound	UO-31	786-0	RXF 393	PC-3	ACHN
31	CCP(=S)(CC)P(=S)(CC)CC	91	107	96	101	94
32	O=C(Cl)c1ccncc1	95	102	99	80	111
33	CC1CN1P(=O)(N1CC1C)N1C(C)CCC1C (stereo not given)	88	104	143	87	101
34	C[C@]12C=CC(=O)C[C@@H]1CC[C@@H]1[C@@H]2CC[C@]2(C)[C@@H](O)CC[C@@H]12	97	104	96	88	93
35	CC(NC(C)(C)C)C(=O)c1cccc(Cl)c1 (stereo not given)	81	94	109	89	82
36	O=C(O)CCCO	82	102	118	90	105
37	COc1cc(C=O)cc(OC)c1OC	96	113	111	96	109
38	COc1ccc2c(c1)NP(=S)(c1ccccc1)N2C (stereo not given)	75	100	118	96	113
39	O=C(O)CC(Br)C(=O)O (stereo not given)	98	107	·	108	105
40	CCC(CO)NC1CCCCC1 (stereo not given)	66	76	45	92	85

cpd	TK-10	SN12C	CAKI-1	A498
31	104	100	103	116
32	110	102	92	93
33	113	101	98	82
34	97	103	101	115
35	108	94	88	109
36	89	90	95	97
37	106	102	98	87
38	107	99	95	111
39	88	108	97	116
40	71	76	61	72

Reformatted: entries from further up.
#35 CC(NC(C)(C)C)C(=O)c1cccc(Cl)c1 (stereo not given)
#36 O=C(O)CCCO
Assay by compound,35,36
UO-31,81,82
786-0,94,102
RXF 393,109,118
PC-3,89,90
ACHN,82,105
TK-10,108,89
SN12C,94,90
CAKI-1,88,95
A498,109,97

Additional compounds follow:
cpd	Compound	UO-31	786-0	RXF 393	PC-3	ACHN
41	COC(=O)[C@@]1(C)CC[C@]2(C)CC[C@]3(C)C4=CC(=O)c5c(cc(O)c(O)c5C)[C@]4(C)CC[C@@]3(C)[C@@H]2C1	51	79	85	34	53
42	CC12CCC(=O)C=C1CCC1C2CCC2(C)C(C(=O)COC(=O)Cc3ccc(N(CCCl)CCCl)cc3)CCC12 (stereo not given)	73	94	·	36	40
43	CCC(/C=N/N=C(N)N)=N\N=C(N)N	70	85	97	91	85
44	CCOc1cc(CN(CCCl)CCCl)cc(OCC)c1OCC	83	99	104	90	91
45	CC(=O)OC1CCC2(C)C(CCC3C4CC(N5CC5)C(C(C)=O)C4(C)CC(=O)C32)C1 (stereo not given)	93	92	·	95	94
46	CCOP(=O)(OCC)OCc1ccc(C)c(C)c1	91	102	116	81	98
47	COc1ccc(Nc2nc(-c3ccccc3)c[se]2)cc1	46	94	·	85	84
48	OCCSCSCCO	96	104	108	112	104
49	NNC(N)=S	89	102	94	99	102
50	COc1ccc(/C=C\c2cc(OC)c(OC)c(OC)c2)c(NS(=O)(=O)c2ccc(F)cc2)c1O	48	18	23	31	24

cpd	TK-10	SN12C	CAKI-1	A498
41	69	62	·	57
42	112	73	27	70
43	75	86	68	94
44	117	99	93	113
45	103	99	107	102
46	93	94	89	104
47	133	86	61	55
48	121	112	102	106
49	100	98	101	68
50	59	28	21	·

The list continues.
cpd	Compound	UO-31	786-0	RXF 393	PC-3	ACHN
51	CCCNC(=O)C[C@@H](CCC(F)(F)F)C(=O)N[C@H]1N=C(c2ccccc2)c2ccccc2N(C)C1=O	77	90	67	105	103
52	COc1cc2c(cc1OC)[C@@H]1C(=O)c3ccc4c(c3O[C@@H]1CO2)C[C@H](C(C)C)O4	46	60	102	9.1*	59
53	COc1ccc(-c2c[se]c(Nc3ccc(C)cc3)n2)cc1	76	97	·	82	97
54	C=CC1=C[C@@H]2[C@@H]3O[C@]4(CC[C@H](O4)[C@@H](C)C[C@@H](O)C3=O)C[C@H](O)C3=NCC[C@@]32CC1	-39*	-28*	-67*	-20*	-65*
55	C=C(C)C1(C)C(=O)NC(=O)NC1=O	90	104	101	96	104
56	CC(=O)Cc1ccccc1Cl	84	102	93	98	104
57	CO[C@H](/C(C)=C/C=C/C(C)=C/c1coc(C)n1)[C@H](C)[C@H]1C[C@@H](O)[C@@]2(C)O[C@H]2/C=C/[C@@H](C)[C@@H]2C[C@@H](CC(=O)O2)C[C@H]2O[C@@H]2C(=O)O1	21	16	14	-14*	-10*
58	CCCCCCCCCCCCOC(N)=O	77	93	103	93	90
59	CC(=O)N1N=C(c2ccc(F)cc2)CC1c1sc(N(CCCl)CCCl)nc1Cl (stereo not given)	65	99	126	79	88
60	C1CCC2CN(CCCN3CCOCC3)CC2C1 (stereo not given)	91	100	107	94	103

cpd	TK-10	SN12C	CAKI-1	A498
51	104	98	98	73
52	70	87	45	87
53	117	87	78	58
54	-21*	-15*	-11*	-83*
55	108	98	94	113
56	90	97	91	98
57	37	49	15	26
58	96	94	84	90
59	122	98	76	81
60	91	99	·	·

Next part:
cpd	Compound	UO-31	786-0	RXF 393	PC-3	ACHN
61	N#Cc1c(Cl)cccc1Cl	82	102	·	91	95
62	CCOc1cc(CNC(C)C(O)c2ccccc2)cc(Cl)c1OCC (stereo not given)	88	102	110	93	104
63	CN(C)C(=S)SSC(=S)N(C)C	81&79	101&107	128&104	91&75	100&100
64	O=[N+]([O-])c1ccc(/C=C/C=C/c2ccc(Cl)cc2S(=O)(=O)F)c(Cl)c1	81	100	106	98	102
65	CC(=O)O[C@@H]1[C@@H]2[C@H]([C@H](OC(C)=O)[C@H](OC(C)=O)/C(C)=C/C34OC3(CC(C)C4OC(=O)Cc3ccccc3)C(=O)[C@@H]1C)C2(C)C (stereo not given in full)	83	96	93	82	102
66	C[C@]12CCc3sc(NCc4ccccc4)nc3C1=CC[C@@H]1[C@@H]2CC[C@]2(C)C(=O)CC[C@@H]12	88	103	113	95	102
67	O=C1NC(=O)C(=Cc2cccn2CCCCCCn2c3ccccc3c(=O)c3ccccc32)C(=O)N1	70	98	106	88	103
68	CCCCOC(=O)c1ccccc1C(=O)OCCCC	86	·	119	99	95
69	C[C@]12CC[C@H]3[C@@H](CC=C4C[C@@H](O)CC[C@@]43C)[C@@H]1CC(=O)[C@@H]2O	75	100	107	88	97
70	CC(=O)N(CC(C)C)N=O	84	98	110	106	107

cpd	TK-10	SN12C	CAKI-1	A498
61	·	102	97	97
62	115	94	91	111
63	101&106	95&106	91	95
64	97	100	111	112
65	100	105	79	99
66	112	97	94	101
67	126	100	93	93
68	92	93	107	99
69	105	98	96	·
70	98	103	101	98

The listing continues.
cpd	Compound	UO-31	786-0	RXF 393	PC-3	ACHN
71	c1cnc2[nH]cc(-c3csc(-c4cn(CCCCN5CCOCC5)c5ccccc45)n3)c2c1	25	54	54	26	32
72	CCCCCOC(=O)c1ccccc1C(=O)OCCCCC	93	88	·	77	103
73	CCOc1ccccc1C=C(C#N)C#N	90	104	164	129	104
74	CN1CC(=O)N(O)C1(C)c1cccnc1 (stereo not given)	87	99	106	96	102
75	O=C1CC(c2cc3ccccc3[nH]c2=O)Nc2ccccc21 (stereo not given)	95	94	100	104	100

cpd	TK-10	SN12C	CAKI-1	A498
71	64	67	44	57
72	117	96	134	96
73	121	108	100	96
74	98	101	95	97
75	98	93	95	79
